HT1080 viability = cytotoxicity in HT1080 fibrosarcoma cells, cell-based, fluorescence readout (AID 620) | HT1080 viability, fluorescence; higher % means a stronger effect | one-dose cytotoxicity, % at 10 µM; EC50 in µM for titrated hits | actives 0.42% (n = 87,000); in the data active means cytotoxicity above about 50%;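 further: cells exposed to compound overnight then 4 h with Alamar Blue; 0% = vehicle DMSO and 100% = killing control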
* marks the source's active call; other numbers are inactive results. A portion of the library; count on the stated rates, not on these rows.

| smiles | HT1080 viability |
| --- | --- |
| CC(=O)NS(=O)(=O)c1ccc(NC(=O)c2ccc(Br)o2)cc1 | 18% |
| Cc1ccc(C(=O)NCCN2CCOCC2)cc1 | 13% |
| CCSc1cc(C)nc2ncnn12 | 32% |
| CCC(NC(=O)N(Cc1ccccc1)Cc1ccc2c(c1)OCO2)(C(F)(F)F)C(F)(F)F | -16% |
| COc1ccc(Nc2cc(C(=O)NCCCN3CCOCC3)c3ccccc3n2)c(OC)c1 | -1% |
| CCOc1ccc(C(=S)N2CCCC2)cc1 | -5% |
| COc1ccc(-c2nnn(CC(=O)NCc3cccs3)n2)cc1OC | -8% |
| Cc1nn(-c2ccccc2)c2c1C1(C(=O)N3c4c(cccc41)C(C)CC3(C)C)C(C#N)=C(N)O2 (centres undefined) | -24% |
| CCOC(=O)C1=C(C)N(CCCCCC(=O)O)C(=O)NC1c1ccc(Br)cc1 (centres undefined) | -12% |
| CC1=CCC2C(=O)N(c3ccc(C)cc3)C(=O)C2C1 (centres undefined) | -4% |
| Cc1cccc(NC(=O)CS(=O)(=O)Cc2ccccc2)n1 | -10% |
| CCCNc1c(N)c(=O)oc2ccccc12 | -34% |
| O=Cc1cn(-c2ccccc2)nc1-c1ccc2c(c1)OCCO2 | 31% |
| CCN(CC)C(=O)CSc1nc2c(sc(=S)n2-c2ccccc2)c(=O)n1Cc1ccco1 | 6% |
| COc1ccc(NS(=O)(=O)c2ccc(NS(=O)(=O)c3ccc(SC)cc3)cc2)c(OC)c1 | -10% |
| O=C(O)CCC(=O)Nc1ccccc1C(=O)Nc1ccccc1 | 0% |
| CN1CCN(C(=O)c2ccc3c(=O)n4c(nc3c2)CCCCC4)CC1 | 0% |
| Cc1ccc(CSc2nnc(-c3ccncc3)n2C)cc1 | 9% |
| Cc1nn(C(=O)c2c([N+](=O)[O-])cnn2C)c(C)c1Cl | -4% |
| Cc1ccc(N=C2NC(=O)CS2)cc1 | -7% |
| CS(=O)(=O)N(CC(=O)N1CCc2ccccc2C1)Cc1ccc(Cl)cc1 | -7% |
| CCN1C(=O)CSc2ccc(C(=O)NCc3ccccc3OC)cc21 | -1% |
| O=C(c1ccccc1)N1CCC(O)(c2ccc3c(c2)OCO3)CC1 | -4% |
| COCCNC(=O)[C@@]1(C)C=C[C@@H](Cc2ccccc2)N1C(=O)c1ccccc1 | -5% |
| COCCNC(=O)COc1ccc(Oc2ccccc2)cc1 | 21% |
| CS(=O)(=O)N(CC(=O)N1CCN(Cc2ccccc2)CC1)c1ccc2c(c1)OCCO2 | -1% |
| Cn1nc(CC(=O)NCc2ccc(C(F)(F)F)cc2)c2ccccc2c1=O | -10% |
| CCOC(=O)N1CCN(C(=O)C2CCCN(S(=O)(=O)c3ccc(C)cc3)C2)CC1 (centres undefined) | -18% |
| O=C1CCOc2cc(OCc3ccccc3)ccc21 | 10% |
| COc1cc(S(=O)(=O)N2CCCCC2)ccc1NC(=O)Cc1ccccc1 | -3% |

Part of the list above, reformatted.
Compound: CN1CCN(C(=O)c2ccc3c(=O)n4c(nc3c2)CCCCC4)CC1
  HT1080 viability = 0%

Compound: Cc1ccc(CSc2nnc(-c3ccncc3)n2C)cc1
  HT1080 viability = 9%

Compound: Cc1nn(C(=O)c2c([N+](=O)[O-])cnn2C)c(C)c1Cl
  HT1080 viability = -4%

Compound: Cc1ccc(N=C2NC(=O)CS2)cc1
  HT1080 viability = -7%

Quoted at random: 3 records from the list.
| smiles | HT1080 viability |
| --- | --- |
| COc1cc(S(=O)(=O)N2CCCCC2)ccc1NC(=O)Cc1ccccc1 | -3% |
| CCN1C(=O)CSc2ccc(C(=O)NCc3ccccc3OC)cc21 | -1% |
| O=C(c1ccccc1)N1CCC(O)(c2ccc3c(c2)OCO3)CC1 | -4% |

(more compounds)
| smiles | HT1080 viability |
| --- | --- |
| O=C(COC(=O)c1ccccc1OCc1ccc(Cl)cc1)NC1CC1 | -3% |
| CN(C)/C=N/c1cc(=O)n(C)c(=O)n1CC1CC1 | 22% |
| CCN=C(Nc1ccc2c(c1)OCO2)SC1CC(=O)N(c2ccc(OC)cc2)C1=O (centres undefined) | -7% |
| CCN(CC)C(=O)CSc1nc2sc3c(c2c(=O)n1-c1ccc(C)cc1)CC(C)(C)SC3 | -9% |
| COc1cc(NS(=O)(=O)c2ccc(NC(=O)COc3ccc(C)cc3C)cc2)nc(OC)n1 | -5% |
| O=C(c1cccnc1)N1CCN(S(=O)(=O)c2ccc(Cl)cc2)CC1 | -10% |
| COc1ccc(Cn2nnnc2C(c2cccs2)N2CCN(c3ccc([N+](=O)[O-])cc3)CC2)cc1 (centres undefined) | -6% |
| Cc1ccc(S(=O)(=O)c2c(N)n(CCCO)c3nc4ccccc4nc23)cc1 | -12% |
| CCc1ccc2c(c1)c1nc(C)sc1n2CC(=O)OC | 3% |
| CCn1ncc(Br)c1C(=O)Nc1ccccc1C(=O)OC | -19% |
| Cc1cc(NC(=O)c2ccc(NC(=O)CC(C)C)cc2)no1 | -4% |
| COc1ccccc1CC(=O)Nc1cc(Cl)ccc1O | -2% |
| O=C(CSc1nnc(CNc2cccc(Cl)c2)o1)OC1CCCCC1 | -8% |
| CCOC(=O)NC(CC(=O)O)c1ccc(OC)c(OC)c1 (centres undefined) | 3% |
| CC1CCC(NC(=O)c2ccc3nc[nH]c3c2)CC1 (centres undefined) | 26% |
| Cc1nc2c(-c3ccccc3)c(C)nn2c(N)c1-c1ccccc1 | -2% |
| O=C(COc1ccc(Br)cc1)Nc1ccncc1 | -4% |
| Cc1cc(O)c(C=Nc2ccc(Cl)cn2)c(=O)o1 | -3% |
| CC1=NN(C(C)C)C(=O)C1 | -1% |
| CCN(CC)C(=O)CCNS(=O)(=O)c1ccc(C)cc1 | 0% |
| Cc1nnc(NC(=O)C2c3ccccc3Oc3ccccc32)s1 | -6% |
| O=C1C(Cl)=C(NCCCO)C(=O)c2ccccc21 | -52% |
| CCOc1ccccc1CN1C(=O)c2ccccc2C1C(=O)NC(C)CC (centres undefined) | -1% |
| Cc1ccc(-c2nn(CC(N)=O)c(=O)c3ccccc23)cc1S(=O)(=O)N(C)C | 15% |
| CCOc1ccc(NC(=O)CCCc2cc(-c3ccc(OCC)cc3)on2)cc1 | 27% |
| OCCN(CCO)Cc1ccc(Br)cc1 | -3% |
| Nc1nc2ccc(-c3nc4ccccc4o3)cc2s1 | -12% |
| C[C@H](NC(=O)[C@@H]1C[C@H]1[C@@H](NC(=O)OCc1ccccc1)c1ccccc1)c1ccccc1 | -9% |
| COc1cccc(C2c3c(-c4cc(Cl)c(C)cc4O)n[nH]c3C(=O)N2Cc2cccnc2)c1 (centres undefined) | -5% |
| CCOC(=O)Cc1csc(NC(=O)CSc2nnc(-c3ccc(NS(=O)(=O)CC)cc3)o2)n1 | 6% |
| CC1(C)CC(=O)c2cn3ncnc3nc2C1 | -10% |
| CCOc1ccc(C2NC(=O)C(C#N)=C(S)N2c2ccc(OC)cc2)cc1OC (centres undefined) | -18% |
| CN1C(=O)c2cccc3c(Cl)ccc(c23)C1=O | 13% |
| O=[N+]([O-])c1ccccc1CNC(Cc1ccccc1)c1ccccc1 (centres undefined) | -5% |
| COc1cc(-c2nnc(-c3ccccc3)o2)cc(OC)c1OC | 41% |
| Cc1cc(C)c(OCCN2C(=O)NC(C)(C)C2=O)c(Cl)c1 | -7% |
| N#CC1=C(Nc2ccccc2)SC=C(c2ccccc2)N=C1N1CCOCC1 | -2% |
| CC1(C)OC(=O)N2CCc3ccccc3C21C (centres undefined) | 14% |
| COC(=O)c1ccc(C23CC4(C2)[C@H](CN(Cc2cccnc2)[C@@H]4c2ccccc2)C3c2ccc(C(F)(F)F)cc2)cc1 (some centres undefined) | -10% |
| COc1ccccc1OCC(=O)Nc1nc(-c2ccc(S(=O)(=O)N3CCOCC3)cc2)cs1 | 4% |
| Clc1ccc(CN2CCN(c3ncnc4scc(-c5cccs5)c34)CC2)cc1 | -2% |
| COc1ccc(Nc2nnc(SCc3cc(=O)n4ccsc4n3)s2)cc1 | 26% |
| C[C@@H](C(=O)O)[C@@H]1C[C@@]1(C)[C@@H](NC(=O)OCc1ccccc1)c1ccccc1 | -15% |
| CN(C)CCN1CCc2ccccc21 | -7% |
| Cc1cc(C(F)(F)F)nn1C(=O)c1cccnc1Cl | -7% |

A few values from above.
O=[N+]([O-])c1ccccc1CNC(Cc1ccccc1)c1ccccc1 (centres undefined) in HT1080 viability: -5%
C[C@@H](C(=O)O)[C@@H]1C[C@@]1(C)[C@@H](NC(=O)OCc1ccccc1)c1ccccc1 in HT1080 viability: -15%

More results follow:
| Structure | HT1080 viability |
| --- | --- |
| CCOC(=O)C1=C(O)/C(=C\c2ccc(OC)c(OC)c2)N=C1C | 31% |
| CCOc1cc2nc(-c3ccc(OC)c(OC)c3)nc(NCCCN3CCOCC3)c2cc1OC | -9% |
| COCCN1CN(S(=O)(=O)c2ccc(Cl)cc2)c2nc3ccccc3nc21 | -6% |
| Cc1nn(-c2ccccc2)c(Cl)c1C1C(C#N)=C(N)Oc2c1c(C)nn2-c1ccccc1 (centres undefined) | -21% |
| COc1ccc2oc(=O)c(-c3nc4ccccc4o3)cc2c1 | -13% |
| CC1CC(NS(=O)(=O)c2cccs2)CC(C)(C)C1 (centres undefined) | -14% |
| O=c1cc(CN2CCN(c3cccc(Cl)c3)CC2)c2cc3c(cc2o1)CCCC3 | -17% |
| Cc1ccc(C(=O)NCCc2ccncc2)cc1 | 7% |
| Cc1cc(Oc2ccc(C#N)cc2)nc(NCc2ccccc2)n1 | -12% |
| Cc1cc(C)cc(N2C(=O)CC(N(C(=O)c3ccco3)c3cc(C)cc(C)c3)C2=O)c1 (centres undefined) | -4% |
| COc1ccc(OCC(=O)O/N=C(\N)Cc2ccc(Cl)cc2)cc1 | -3% |
| CC(=O)Nc1ccc(-c2csc(NC(=O)c3ccc(C)o3)n2)cc1 | -4% |
| COC(=O)c1ccc(Cl)c(NC(=O)NC23CC4CC(CC(C4)C2)C3)c1 | 9% |
| COc1ccccc1OCc1ccc(C(=O)N(C)C)o1 | -10% |
| COc1ccccc1OCCNc1nc2c(c(=O)n(C)c(=O)n2C)n1C | -5% |
| Cc1noc(C)c1COc1ccc(C(=O)NCC2CCCO2)cc1 (centres undefined) | -3% |
| CCCC(C)NC(=O)c1ccc2[nH]c3c(c2c1)CC(C)CC3 (centres undefined) | -2% |
| COc1ccc(NC(=O)CCN2CC(C)OC(C)C2)c(OC)c1 (centres undefined) | -9% |
| Cc1ccc(C)c(C(=O)CN2C3=NCCCN3c3ccccc32)c1 | 15% |
| CCOc1ccc(S(=O)(=O)N(C)c2ccc(OCC(=O)NCc3ccco3)cc2)cc1 | 6% |
| COc1ccccc1OC(=O)c1ccc(S(=O)(=O)N(C)C)cc1 | -8% |
| O=c1c2c3c(sc2n2c(=S)[nH]nc2n1Cc1ccccc1)CN(Cc1ccccc1)CC3 | -11% |
| CCCCN(CC)CCCNC(=O)Cn1nc(Cc2cccnc2)c2ccccc2c1=O | 9% |
| CC(Sc1nnc(N)s1)C(=O)Nc1ccc(N2CCOCC2)cc1 (centres undefined) | -4% |
| COc1ccccc1NC(=O)c1nn(C)cc1Br | -25% |
| CC(C)NC(=O)c1ccccc1N(Cc1ccccc1)S(C)(=O)=O | -2% |
| COc1ccc(NC(=O)CSc2c(C)n[nH]c2C)cc1 | 2% |
| Cc1nc2cc(NS(=O)(=O)c3c(C)c(C)cc(C)c3C)ccc2s1 | 23% |
| COn1c(=O)c(=O)n(OC)c2ccccc21 | -3% |
| CC(C)(C)C1CCC2(CC1)NC(=S)N(c1ccccc1)N2 (centres undefined) | 6% |
| O=C(Nc1ccc(Cl)cc1Cl)C1=Cc2ccccc2OC1 | 11% |
| O=C(Nc1nc(-c2ccccc2Cl)cs1)c1cccnc1 | 33% |
| O=C(N/N=C/c1ccco1)c1cc(-c2ccc3ccccc3c2)n[nH]1 | 1% |
| CCOC(=O)N1CCC(NC(=O)c2ccc3nc4ccccc4c(=O)n3c2)CC1 | -7% |
| Cc1cc(N2C(=O)CC(Cc3ccc(Cl)cc3)C2=O)no1 (centres undefined) | -14% |
| CCC(=O)Nc1nc(CC(=O)Nc2ccccc2OC)cs1 | -2% |
| O=C1Nc2ccccc2N(O)N1c1cc(-c2cccc(Cl)c2)no1 | -3% |
| CCc1c(C)sc(NC(=O)c2cccs2)c1C(N)=O | 10% |
| O=C(Nc1ccccc1)Nc1ccc2snnc2c1 | -10% |
| CC(Oc1ccccc1)C(=O)Nc1ccccc1F (centres undefined) | -6% |
| C/C(=N\NC(=O)Cc1cccn1C)c1cccc2ccccc12 | -5% |
| COc1ccc(-c2nnc(-c3cc4c(ccc5ccccc54)oc3=O)o2)cc1 | -6% |
| c1ccc2c(CSCCc3ccncc3)cccc2c1 | -12% |
| COc1cc(C(=O)Nc2nc3ccccc3s2)ccc1OCc1c(C)noc1C | -13% |
| C#CCNC(=O)/C=C/c1ccc(OC)cc1 | -11% |
| O=C(c1c[nH]c2ccc(F)cc2c1=O)N1CCCCCC1 | 67%* |
| Nc1c(C(=O)Nc2ccccc2)sc2nc3c(c(-c4ccco4)c12)CCC3 | -6% |
| COc1ccc(-c2ccc(=O)n(CC(=O)Nc3ccc(C(=O)NC4CC4)cc3)n2)cc1OC | -6% |
| COc1ccccc1NC(=O)N1CCN(c2ccc(F)cc2)CC1 | 8% |
| CC(=O)Cc1nsc(NC(=O)c2cccs2)n1 | -2% |
| CCCCCCc1cc2cc(-c3nnc(-c4ccccc4OC)o3)c(=O)oc2cc1O | 0% |
| Cc1snc2sc(C(=O)c3ccc(Br)cc3)c(N)c12 | 22% |
| CCOc1ccccc1NC(=O)Nc1cccc(C(C)=O)c1 | 16% |
| CC(c1ccccn1)N(CCN(C)C)C(=S)Nc1ccccc1F (centres undefined) | -7% |
| O=C(c1ccc2c(=O)n(C3CCCC3)c(=S)[nH]c2c1)N1CCc2ccccc21 | 15% |
| Clc1ccc(C2=CC(c3ccco3)n3ncnc3N2)cc1 (centres undefined) | 1% |
| CN(C)CCNC(=O)c1ccc(COc2ccc(Cl)cc2Cl)cc1 | 8% |
| CCc1cccc(NC(=O)C2CCN(S(=O)(=O)c3cccs3)CC2)c1 | 3% |
| CCN(CCCNC(=O)C1CCC(=O)N1Cc1ccccc1Cl)c1cccc(C)c1 (centres undefined) | -23% |
| O=C1C(=O)N(CCN2CCCCC2)c2ccccc21 | -60% |

High-throughput results deposited in PubChem BioAssay by Sanford-Burnham Center for Chemical Genomics.
